ER stress rescue: protection against thapsigargin-triggered cell killing – 384-well, CSM14.1, ATP luminescence, primary screen (AID 1222); 190,000 tested, under 10 active; CSM14.1 thapsigargin-induced death rescue, ATP luminescence; higher % means a stronger effect; cellular ATP content (survival), % at 20 µM; hits with a dose series show EC50 in µM;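 active = EC50 below 50 µM in the dose-response confirmation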;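 also: death triggered by thapsigargin at about 15 µM added after 2 h compound pretreatment; cell ATP read after overnight thapsigargin exposure of roughly 18 to 22 hours; normalized against plate controls of thapsigargin alone and 5% DMSO vehicle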
Dynein transport: dynein cargo transport inhibition | 3617.4 mouse cells, GR-EGFP nuclear translocation imaging; test concentration mostly 20 µM; stimulated with dexamethasone, 1 µM; hits give low values | z-score, hits read low | 0.47% of 220,000 active | AID 1381;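 active = plate z-score of nuclear minus cytoplasmic receptor signal below a set negative limit, without overly bright fluorescence or cell loss, cut at about -3.5 in these data, passing the limit was not always enough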;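 also: z-score of nuclear minus cytoplasmic ring GR-EGFP intensity difference per well; some compounds called inactive have numbers as strong as hits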
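Schedule: 48 h induction, then 1 h compound, then 30 min agonist, 37 °C. Buffer or medium: tetracycline-free induction medium containing charcoal-stripped FBS. Reagent: 1.0 µM final dexamethasone stimulus. Evaluation: nuclear versus cytoplasmic GR-EGFP signal, averaged per well. Signal: high-content fluorescence imaging after fixation.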
Autophagy mod: autophagy modulation, high-content screen | MEF GFP-LC3 puncta imaging; test concentration mostly 10 µM | calls only at 10 µM (by protocol) | 0.98% of 190,000 active;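 active = percentage of spot-positive cells more than 3 SD above its plate mean, without a fluorescence outlier flag or 80% toxicity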;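 also: spot-positive cell cutoff set from DMSO-treated cells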
MT stabilize HCS: microtubule stabilization, imaging screen; HeLa tubulin immunostaining HCS, 24 h; share of cells brighter than vehicle mean+2SD; % tubulin-high responders, % at 10 µM; 0.83% of 200,000 active;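 active = plate Z-score above 3 for both tubulin-high and condensed-nucleus cell shares, with cell loss under 80%, at 10 µM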;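 also: anti alpha tubulin signal scored within the nucleus-defined area of each cell; some results filed as inactive read as strong as hits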
b-catenin transl: beta-catenin nuclear translocation modulation. HeLa beta-catenin nuclear translocation, immunofluorescence imaging. 0.3% of 190,000 active. nuclear translocation activity, % at 5 µM;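 active = nuclear translocation activity above 50% at 5 µM, with a well cell count of 50 or more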;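 also: per-cell ratio of nuclear to cytoplasmic median beta-catenin stain intensity; plate controls were DMSO negative control for no effect and GSK-3 inhibitor IX positive control for full effect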
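Test system: HeLa cells, endogenous beta-catenin; Compound: single 5 µM dose plus 0.02–20 µM confirmation series; Times: compound exposure 24 h at 37°C; Signal: fluorescence imaging of beta-catenin antibody stain plus DAPI; Read-out: % activation, nuclear-to-cytoplasmic median beta-catenin signal ratio per cell.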
P. falciparum M1AAP: P. falciparum M1AAP inhibitors, biochemical, fluorogenic H-Leu-NHMec substrate, 1536-well (AID 1445). recombinant M1AAP, H-Leu-NHMec fluorogenic kinetic assay; higher % means a stronger effect. inhibition, % at 30 µM, or IC50 in µM where a hit was titrated. 0.42% of 220,000 active;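 active = primary inhibition above the hit cutoff, then over 50% inhibition at one or more dose response concentrations, cut at about 23% in these data, passing the limit was not always enough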;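 also: plate controls were DMSO full reaction for no effect and no enzyme background for full effect; strong numbers were not always called active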
P. falciparum M17LAP: P. falciparum M17LAP inhibitors, primary screen, biochemical, fluorogenic H-Leu-NHMec substrate, 1536-well (AID 1619); inhibition, % at 30 µM, or IC50 in µM where a hit was titrated; recombinant M17LAP, H-Leu-NHMec fluorogenic kinetic assay; higher % means a stronger effect; 0.38% of 220,000 active;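 active = compound inhibiting the enzyme by more than half at any dose during confirmatory dose-response retesting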;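 also: plate controls were full reaction with DMSO carrier for no effect and no enzyme background for full effect; strong numbers were not always called active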
UTI89 phage lysis: inhibition of K1F phage lysis, E. coli UTI89, bacterial capsule biogenesis inhibitors, alamar blue (AID 488966) | E. coli UTI89 K1F phage lysis, alamar blue, 2 h; higher % means a stronger effect | inhibition, % at 100 µM, or IC50 in µM where a hit was titrated | 0.02% of 340,000 active;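 active = phage lysis inhibition, versus mean bacterial control, above a set limit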;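 also: capsule biogenesis inhibitors block K1F phage lysis so surviving cells raise fluorescence; higher fluorescence means more inhibition of phage lysis; actives were called in the ten point dose series up to 300 µM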
Ins promoter up: MIN6 insulin promoter up-regulation. MIN6 insulin promoter-GFP reporter, high-content imaging; hits give high values. z-score at 5 µM. 0.3% of 190,000 active. AID 1625;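 active = z-score above 3 at 5 µM with at least 500 cells counted in the well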
Dynein transport cytoplasmic EGFP: second read-out of Dynein transport, no call of its own (marks repeat the call); z-score; measured here: cytoplasmic GR-EGFP intensity; hits give high values
Dynein transport nuclear GR-EGFP: further read-out of Dynein transport, marked with its call; z-score; measured here: nuclear GR-EGFP intensity;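 lower value marks the stronger effect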
Dynein transport cell count: second read-out of Dynein transport, no call of its own (marks repeat the call); z-score; measured here: cell count per field
Ins promoter up cell count: further read-out of Ins promoter up, marked with its call; cell count; measured here: cytotoxicity, nuclei count;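 total cells summed across four imaged fields per well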
b-catenin transl cell count 5 µM: also measured in b-catenin transl; calls as there; cell count; measured here: cell count, cytotoxicity flag
MT stabilize HCS Hoechst-high %: second read-out of MT stabilize HCS, no call of its own (marks repeat the call); % Hoechst-high responders; measured here: nuclear condensation Hoechst responders;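 share of cells brighter than vehicle mean plus two SD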
MT stabilize HCS cytotoxicity %: recorded beside MT stabilize HCS, whose call it bears; toxicity, %; measured here: cytotoxicity by cell density;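 0% = mean cell density of plate MIN control wells and 100% = no cells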
Autophagy mod cell loss 18 h: further read-out of Autophagy mod, marked with its call; toxicity, %; measured here: cell loss, nuclei count;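 cell loss after 18 h compound exposure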
Numbers without * were called inactive; i = inactive; · = not tested or not shown; [ ] = another dose, or the depositor's remark. Random draw from the library; overall some 2.9% were active at least once.

SMILES	ER stress rescue	Dynein transport	Dynein transport cytoplasmic EGFP	Dynein transport nuclear GR-EGFP	Dynein transport cell count	Autophagy mod	Autophagy mod cell loss 18 h	MT stabilize HCS	MT stabilize HCS Hoechst-high %	MT stabilize HCS cytotoxicity %	b-catenin transl	b-catenin transl cell count 5 µM	P. falciparum M1AAP	P. falciparum M17LAP	UTI89 phage lysis	Ins promoter up	Ins promoter up cell count
O=C(CCN1C(=O)c2ccccc2C1=O)N1CCC(c2ccccc2)C1 (stereo unspecified)	0.4%	-0.25	-0.28	0.25	0.67	i	10	2.3	0.5	48	·	·	7%	4%	-0.1%	0.16	1329
COc1ccc(-c2c[n+](CC(=O)OC3CC(C)CCC3C(C)C)c3n2CCC3)cc1 (stereo unspecified)	-2.6%	1.1	-0.14	1	-0.71	i	20	3.6	1.5	1.0	-3.0	995	-3%	8%	0.2%	-4.9	505
COc1ccc(C2C(C(=O)N3CCCC3)CC(=O)N2c2ccc(OC)cc2)cc1 (stereo unspecified)	0.1%	-1.1	-0.16	-0.21	0.13	i	7	2.4	2.1	1.6	4.1	1127	6%	-1%	0.7%	-0.7	1253
O=C(O)c1ccn(Cn2cnc3ccccc32)n1	0.3%	-0.88	-0.16	-0.13	0.2	i	10	3.9	1.9	9.7	-1.3	856	-7%	6%	0.9%	-0.32	1621
COc1ccc(NC(=O)c2cc(C)nc3ccccc23)c(OC)c1	-0.6%	0.028	-0.29	0.52	0.49	i	5	4.0	2.5	0.5	-1.5	958	1%	2%	0.5%	-0.21	1207
CCOC(=O)N1CCN(c2c(-c3ccc(C(C)C)cc3)c(=O)c2=O)CC1	-1.4%	0.4	-0.47	0.089	0.41	i	0	2.2	2.1	9.1	0.7	1407	10%	2%	-0.6%	0.12	1593
Nc1ccc(N2CCN(c3cccc(Cl)c3)CC2)cc1	-1.1%	-0.79	-0.34	-0.37	0.6	i	25	4.2	1.6	19	·	·	7%	9%	2.3%[50 µM]	-0.13	989
O=C(CC(Sc1n[nH]c(-c2ccccc2)n1)c1ccccc1)NCc1ccccc1 (stereo unspecified)	-0.2%	-0.18	-0.32	-0.099	0.63	i	-1	5.8	3.2	11	-1.7	1111	12%	8%	1.1%[50 µM]	0.02	1479
Cn1nc(NC(=O)C2CCC2C(=O)O)c2c(F)cccc21 (stereo unspecified)	·	1.4	-0.23	1.3	-0.62	·	·	·	·	·	1.8	1304	4%	9%	-1.8%	·	·
COc1ccccc1C=NC(CO)C(O)c1ccc([N+](=O)[O-])cc1 (stereo unspecified)	-1.9%	-0.65	-0.05	-0.98	0.11	i	8	4.1	1.9	6.6	-0.8	1446	0%	8%	0.1%	0.19	1597
CC1(C)CC(=O)C2=C(C1)Oc1ncn(CCCn3ccnc3)c(=N)c1C2c1ccccc1 (stereo unspecified)	3.5%	-0.8	-0.25	-0.4	2.6	i	25	5.0	2.0	4.1	-4.3	1006	1%	6%	1.8%	-1.2	750
Cc1oc2nc(SCC(=O)NCCCO)nc(N)c2c1C	0.9%	-0.13	-0.21	0.77	0.63	i	-33	3.2	2.3	3.9	0.3	866	-4%	4%	-0.1%	0.19	1423
CCCn1nnc(NC(=O)c2cc(Br)ccc2OC)n1	-2.1%	0.34	-0.3	0.18	0.77	i	-5	2.4	2.2	8.5	-0.1	923	9%	9%	0.3%	0.2	1387
CCN(CC(=O)NCCc1ccc(Cl)cc1)Cc1nc2ccccc2c(=O)[nH]1	0.8%	0.44	0.37	0.076	-0.3	i	-4	3.0	2.9	8.2	4.4	1018	4%	25%	-0.6%	0.28	1586
Cc1sc2nc(COC(=O)c3cccc(OC(F)F)c3)[nH]c(=O)c2c1C	·	-0.45	-0.25	-0.11	0.59	·	·	·	·	·	1.8	1314	-6%	3%	0.0%	0.06	920
COc1ccc(C(=O)SC2=NCCS2)cc1	-0.7%	-1.2	-0.12	-0.55	-0.07	i	2	2.9	2.4	1.8	-0.9	1156	4%	3%	1.3%	·	·
CCCCNC(=O)N1CCc2ccccc2C1	-1.3%	-0.2	-0.32	-0.49	0.49	i	2	1.6	1.5	5.0	1.0	624	2%	5%	1.6%	-0.27	1272
O=C(COC(=O)c1ccc(Cl)nc1)Nc1ccccc1OC(F)F	0.0%	-0.22	-0.22	0.21	1.4	i	17	6.9	1.6	11	3.7	1067	6%	2%	0.4%	-0.08	1241
O=C(NCc1ccc(F)cc1)C(=O)NCC1OCCN1S(=O)(=O)c1ccc2c(c1)OCCO2 (stereo unspecified)	·	0.12	-0.2	0.67	-0.89	·	·	·	·	·	0.0	1318	-2%	2%	0.2%	-0.63	1015
C/C(=N/NC(=O)c1sc(=S)n(C)c1C)c1ccccc1	-3.4%	0.06	-0.076	0.23	-0.45	i	3	3.5	2.7	9.1	1.2	1108	0%	-7%	0.1%	-0.45	1408
c1ccc(-n2nnnc2CN2CCOCC2)cc1	-1.7%	-0.11	-0.17	0.37	1.1	i	2	2.6	3.8	5.0	1.3	1076	3%	18%	0.2%	0.78	1418
O=c1oc2ccccc2c(Nc2ccc(F)cc2)c1[N+](=O)[O-]	·	-0.43	-0.3	-0.11	0.46	i	-16	3.3	1.3	9.5	2.2	1169	8%	11%	i	-0.55	1049
Oc1ccc(N=Cc2sc3ccccc3c2Cl)cc1	-2.0%	-0.96	-0.12	-0.77	0.61	i	14	1.6	4.1	3.7	3.1	471	13%	-3%	0.3%	0.12	1238
CC(C)C[C@H](NC(=O)c1[nH]cnc1C(=O)N[C@@H](C)c1ccccc1)C(=O)OC(C)(C)C	28%	0.55	-0.29	0.65	-0.69	i	-2	4.2	2.3	12	-3.2	1213	-5%	-2%	3.5%	0.23	1331
CN1C(=O)C(CCC(=O)O)NC1=S (stereo unspecified)	·	-0.86	-0.18	-0.097	1.5	·	·	·	·	·	0.8	1273	1%	-9%	4.3%	0.12	1105
O=C(O)c1ccccc1Cc1nc2cc(Cl)ccc2c(=O)[nH]1	0.8%	0.48	-0.28	0.51	0.28	i	6	3.2	1.7	4.5	-4.7	1080	10%	-4%	0.4%	0.18	1642
C=CCN(c1ccccc1)S(=O)(=O)c1c(C)[nH]c(=O)[nH]c1=O	-0.5%	2.4	-0.18	1.2	-1.2	i	-41	3.3	1.3	13	-1.2	1169	13%	1%	0.0%	·	·
CCS(=O)(=O)N1CCN(c2ccccc2)CC1	·	0.61	-0.23	0.3	-0.8	·	·	·	·	·	-3.2	1202	5%	0%	-1.1%[50 µM]	-0.25	1449
COc1c(C)cc(Br)cc1C(=O)Nc1ccc(N2CCN(S(C)(=O)=O)CC2)cc1	0.3%	0.44	-0.11	0.33	0.56	i	-6	3.6	2.3	2.8	·	·	2%	-4%	4.1%	-1	1397
COc1cc(NC(=O)C2CCCN(S(=O)(=O)c3cnc[nH]3)C2)cc(OC)c1 (stereo unspecified)	-0.2%	-0.75	-0.21	-0.4	0.47	i	99	3.0	2.2	7.1	·	·	9%	6%	10%	-0.49	1111
CCNC(=S)NNc1ccccc1	·	0.77	0.93	0.56	-0.54	·	·	·	·	·	-0.5	1263	6%	7%	·	0.12	1094
Cc1nn(C)c(C(=O)NNC(=S)NCc2ccco2)c1Cl	3.0%	0.019	-0.25	-0.62	-0.089	i	-1	3.5	1.2	2.4	-0.9	912	7%	9%	0.2%	·	·
O=S1(=O)CCN2C(=N1)SC1=C2CCN(Cc2ccccc2)C1	-2.3%	-0.16	0.038	0.6	-0.79	i	-1	2.6	2.2	6.6	-2.2	1043	6%	1%	0.0%[50 µM]	0.44	1988
CNc1nnc(-c2ccco2)s1	·	-1.3	-0.24	-0.7	0.66	·	·	·	·	·	-3.2	1176	7%	4%	0.7%	0.39	1482
Cc1nc2cc(O)ccc2n1C	0.8%	-0.7	-0.18	-0.049	0.45	·	·	1.3	1.3	6.9	-2.3	1401	7%	-1%	-0.1%	0.67	1539
Cc1csc2nc(CNS(=O)(=O)c3ccc4c(c3)CCCC4)cn12	-0.9%	1.7	-0.056	1.1	-1.1	i	14	2.6	3.6	6.4	-1.5	1091	14%	0%	-2.4%	-0.36	1767
CCN(Cc1ccccc1)C(c1ccccn1)c1nnnn1C(C)(C)CC (stereo unspecified)	0.7%	0.22	0.15	-0.06	-0.41	i	25	3.3	2.0	6.2	0.8	1099	5%	-5%	0.9%	·	·
Cc1ccccc1NC(=O)C[n+]1cc(-c2ccccc2)n2c1CCC2	·	-0.39	-0.23	-0.21	0.33	·	·	·	·	·	1.1	1283	4%	-8%	1.3%	-0.11	1132
